Assay outcomes from PubChem BioAssay.
BAZ2B block: blocks human BAZ2B | Q9UIF8 | AlphaScreen BAZ2B-H3K14Ac peptide displacement | Potency, µM (top dose mostly 114 µM), for inactives: at the top dose activity change, negative = inhibition, hits mostly inhibitors | 360,000 compounds, 4.4% hits | AID 504333; further: potency means the concentration at half of the fitted maximal effect; on the % scale 0 is the no-effect control and ±100 the full control effect; nearly all actives have a fitted effect of over 60% in size
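AlphaScreen displacement: compounds (up to 110uM) incubated 30 min at room temperature with a preformed 50 nM BAZ2B/50 nM biotinylated H3K14Ac peptide complex in PBS pH 7.4 with Tween-20. Donor and acceptor beads at 10 ug/mL final added, 20 min light-protected before reading.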
JMJD2A Tudor inh: inhibitors of human JMJD2A Tudor domain; O75164; AlphaScreen JMJD2A-Tudor / H3K4me3 peptide binding; Potency, µM (titrated, usually from 114 µM), for inactives: at the highest dose activity change, negative = inhibition, usual class: inhibitors; 390,000 compounds, 4.4% hits; AID 504339; further: potency means the concentration at half of the fitted maximal effect; on the % scale 0 is the no-effect control and ±100 the full control effect; nearly all actives have a fitted effect of over 50% in size
ERG-DNA inh: ERG Ets/DNA interaction inhibition | fluorescence polarization, His-ERG Ets domain / labelled DNA | Potency, µM (top dose mostly 76.9 µM), without a hit: at the highest dose FP activity, negative = inhibition, actives largely listed as inhibitors | 370,000 compounds, 0.028% hits | AID 624246; active means well fitted inhibition curve with a large enough effect in the polarisation, with a control signal flat; inconclusive means small, poorly fitted or top-dose-only effect, or effect the other way, or a change in a side signal; inactive means no such curve, though single readings can be large or run the other way; the % refers to the polarisation;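 further: polarization taken with two DNA probes labelled with fluorescein and Texas red; potency means the concentration at half of the fitted maximal effect; % of control where 0% means no effect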
Target sequence (P11308 whole entry, looked up, the tested form may be a part): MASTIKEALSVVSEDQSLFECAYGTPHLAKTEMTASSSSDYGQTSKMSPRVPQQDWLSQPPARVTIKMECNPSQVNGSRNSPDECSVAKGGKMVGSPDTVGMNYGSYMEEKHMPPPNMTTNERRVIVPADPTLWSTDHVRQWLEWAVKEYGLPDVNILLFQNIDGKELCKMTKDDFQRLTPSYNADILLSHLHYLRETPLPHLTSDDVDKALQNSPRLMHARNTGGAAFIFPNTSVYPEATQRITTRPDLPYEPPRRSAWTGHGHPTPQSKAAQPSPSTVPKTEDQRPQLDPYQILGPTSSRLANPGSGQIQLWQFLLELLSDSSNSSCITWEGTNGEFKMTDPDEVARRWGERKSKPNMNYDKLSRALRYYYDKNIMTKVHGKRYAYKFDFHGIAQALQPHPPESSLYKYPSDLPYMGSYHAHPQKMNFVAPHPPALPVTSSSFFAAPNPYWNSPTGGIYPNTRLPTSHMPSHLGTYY
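His-tagged ERG Ets domain (1 uM in the protein solution; 300mM KCl, 50mM Tris-HCl, 1mM EDTA, 1mM DTT, pH 7.5) received compound, then a probe mix of 5 nM fluorescein-DNA and 100nM Texas-615-DNA. Fluorescence polarization was read for both dyes.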
GLS inh: inhibitors of human glutaminase (GLS). O94925. GLS enzymatic activity, qHTS titration. Potency, µM (series often up to 45.5 µM), without a hit: top-dose activity change, negative = inhibition, hits mostly inhibitors. 410,000 compounds, 0.21% hits. AID 624170; further: potency means the concentration at half of the fitted maximal effect; on the % scale 0 is the no-effect control and ±100 the full control effect
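Read-out is an Amplex red fluorescence increase coupled through glutamate oxidase and HRP, measured before and after 30 min room-temperature incubation. hKGA is in 45 mM KH2PO4 (pH 8.2) with 0.02% Tween-20; glutamine added as 1mM solution.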
G9a inh: inhibitors of human histone lysine methyltransferase G9a; G9a H3K9 monomethylation, AlphaScreen, 2 h; Potency, µM (highest dose often 102 µM), without a hit: top-dose activity, negative = inhibition, hits mostly inhibitors; Q96KQ7; 350,000 compounds, 8.8% hits; further: potency means the concentration at half of the fitted maximal effect; on the % scale 0 is the no-effect control and ±100 the full control effect; nearly all actives have a fitted effect of over 75% in size
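Step 1: enzyme (final 20 nM) with compound, 15 min RT. Step 2: substrate peptide 500 nM and SAM 20 uM, 2 h RT. Step 3: anti-H3K9me1 antibody and AlphaScreen beads, 10 min, then plate read.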
ALOX12 inh: blocks human arachidonate 12S-lipoxygenase. Potency, µM (top dose mostly 108 µM), for the others: at the top dose activity change, negative = inhibition, usual class: inhibitors. purified 12hLO, xylenol orange hydroperoxide absorbance. 580,000 compounds, 1.1% hits. AID 1671190; further: potency means the concentration at half of the fitted maximal effect; on the % scale 0 is the no-effect control and ±100 the full control effect
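Purified human 12hLO (150 nM final) in 25 mM Hepes, 0.01% Triton X-100, pH 7.0 was preincubated 15 min at room temperature with compound. Then 40 uM arachidonic acid was added, 30 min. Hydroperoxide was read by Fe-XO absorbance ratio 573/405 nm.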
PI4K2A block: PI4K2A (human) kinase inhibition; Q9BTU6; purified PI4K2A, ADP-Glo luminescence, 1 h; stronger effect = lower value; activity change, negative = inhibition, % at 76.9 µM; 420,000 compounds, 0.13% hits; in the data active means activity change below about -50%; inconclusive means mostly about -30% to -49%;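 further: -100% = wells without enzyme as full effect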
Target sequence (Q9BTU6 whole entry, looked up): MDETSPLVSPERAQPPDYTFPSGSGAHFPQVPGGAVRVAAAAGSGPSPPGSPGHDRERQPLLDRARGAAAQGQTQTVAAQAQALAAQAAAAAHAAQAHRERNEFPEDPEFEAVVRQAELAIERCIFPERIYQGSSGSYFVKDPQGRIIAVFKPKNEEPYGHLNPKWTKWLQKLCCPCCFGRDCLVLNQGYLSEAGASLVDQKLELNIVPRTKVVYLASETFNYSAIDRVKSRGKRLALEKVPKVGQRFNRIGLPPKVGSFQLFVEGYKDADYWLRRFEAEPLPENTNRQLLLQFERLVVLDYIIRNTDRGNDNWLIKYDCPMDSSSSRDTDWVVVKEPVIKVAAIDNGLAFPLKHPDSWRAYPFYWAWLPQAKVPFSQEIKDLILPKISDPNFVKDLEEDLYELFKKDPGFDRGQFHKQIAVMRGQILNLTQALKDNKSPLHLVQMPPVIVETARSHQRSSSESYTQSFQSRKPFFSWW
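Compounds are screened against recombinant PI4K2A using PI as substrate and ATP, the latter dispensed at 300 microM. Reactions run one hour at ambient temperature before ADP-Glo detection; full inhibition defined by wells lacking enzyme.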
RGS4 inhibitor: inhibitors of human regulator of G protein signaling 4. Potency, µM (titrated, usually from 114 µM), inactives show top-dose activity change, negative = inhibition, most hits filed as inhibitors. 390,000 compounds, 0.039% hits. AID 504845. Transcreener GDP fluorescence polarization, RGS4-accelerated GTP hydrolysis; further: potency means the concentration at half of the fitted maximal effect; on the % scale 0 is the no-effect control and ±100 the full control effect; nearly all actives have a fitted effect of over 75% in size; some results filed as inactive show a strong effect at the top dose
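MLSMR compounds (23 nl, pin-transferred) preincubated 10 min at room temperature with a 500nM (2x) first reagent, then RGS4 at 900nM (2x) plus Transcreener GDP mix added; fluorescence polarization (620/688 nm) read before and after 90 min at 30 °C.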
HP1b binding inh: HP1-beta chromodomain-methylated histone interaction inhibition; 390,000 compounds, 0.56% hits; AID 540317; AlphaScreen HP1-beta / biotin-H3K9me3 peptide binding; P83916; Potency, µM (top dose mostly 114 µM), for the others: at the highest dose activity change, negative = inhibition, most hits filed as inhibitors; further: potency means the concentration at half of the fitted maximal effect; nearly all actives have a fitted effect of over 70% in size; inactives centre near 23
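Compound inhibition of the preformed complex between 50 nM HP1-beta and 50 nM biotinylated H3K9me3 peptide was read by AlphaScreen. Buffer was PBS pH 7.4 with 0.01% Tween-20. Incubations ran 30 min at room temperature, with 10 ug/mL donor/acceptor beads.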
The depositor's hits bear a star; u = inconclusive; x = no result given; & = joins results of further samples; ! = a repeat was not active; [ ] = another dose, or the depositor's remark. Unless noted, the call rests on the fitted dose curve; in most records, active means well fitted curve in the direction sought with a large enough effect; inconclusive means small, poorly fitted or top-dose-only effect, or another doubt; inactive means no such curve, though single readings can be large; an effect the other way counts as inactive or inconclusive. An excerpt, so the mix of outcomes need not match the whole.

BAZ2B block	JMJD2A Tudor inh	ERG-DNA inh	GLS inh	G9a inh	ALOX12 inh	PI4K2A block	RGS4 inhibitor	HP1b binding inh	Molecule
0%	-30%	8%	-5%	u	x	2	28%	8%	CCN(CC)S(=O)(=O)c1cc(NC(=O)CNc2cccc(S(=O)(=O)N3CCCC3)c2)ccc1C
-3%	11%	6%	0%	38%	0%	-3	-18%	51%[activator]	O=C(CS(=O)(=O)c1ccc(F)cc1)N1CCOCC1
-16%	-5%	0%	-6%	-6%	56%[activator]	0	-6%	26%	COc1ccc(CSc2nnnn2-c2ccc(C(N)=O)cc2)cc1[N+](=O)[O-]
x	18µM*	5%	1%	x	u	4	u	-16%	COc1ccccc1CNCc1ccc(OC)c2ccccc12
-7%	-27%	-4%	-1%	56µM*	4%	8	-5%	-2%	Cc1cc(-c2ccc(F)cc2)nc2cc(C(N)=O)nn12
-20%	-5%	-6%	6%	12%	6%	0	-10%	50%[activator]	C/C(=N\NC(=O)c1nnn(-c2nonc2N)c1-c1cccs1)c1ccncc1
-26%	0%	-1%	2%	2%[59 µM]	-37%	-2	-20%	53%[activator]	CC(=O)c1cccc(NC(=O)c2c(C)nn(-c3ccc(F)cc3)c2-n2cccc2)c1
-3%	-17%	-1%	1%	u	132%[activator]	-1	2%	54%[activator]	c1ccc(CCN2CN=C(Nc3nc4ccccc4s3)NC2)cc1
-20%	-6%	-3%	-3%	-4%[59 µM]	-18%	-3	-36%	52%[activator]	C[C@]1(C(=O)O)Cc2oncc2C[C@@H]1C(=O)O
0%	-2%	-3%	4%	-15%	3%	3	-3%	19%	COc1ccc(S(=O)(=O)N2CCCCCC2)cc1N(C)S(=O)(=O)c1ccc(C)cc1
8%	11%	0%	-1%	30%	-7%	-3	6%	17%	CCn1c(SCc2cccc(F)c2)nnc1-c1ccncc1
10%	-17%	-1%	-6%	6%[12.7 µM]	u	2	16%	39%	C[C@@H]1C[C@H](O)c2cc(Cl)ccc2N1
-1%	-1%	8%	2%	20%[59 µM]	-19%	-2	8%	10%	CCN(CC)S(=O)(=O)c1cccc(C(=O)Nc2cc(C)nn2-c2ccccc2)c1
14%	-10%	11%	3%	7%[2.33 µM]	1%	2	18%	12%	CCN(CC(=O)Nc1ccccc1OC)C(=O)C1CCC1
71%[activator]	171%[activator]	2%	0%	260%[activator]	u	-8	12%	245%[activator]	CCOC(=O)c1cc2cc(OCc3ccccc3)ccc2nc1C

An excerpt from above, reduced to ALOX12 inh, G9a inh and PI4K2A block:
Compound | ALOX12 inh | G9a inh | PI4K2A block
CCn1c(SCc2cccc(F)c2)nnc1-c1ccncc1 | -7% | 30% | -3
C[C@@H]1C[C@H](O)c2cc(Cl)ccc2N1 | u | 6%[12.7 µM] | 2

The listing continues:
BAZ2B block	JMJD2A Tudor inh	ERG-DNA inh	GLS inh	G9a inh	ALOX12 inh	PI4K2A block	RGS4 inhibitor	HP1b binding inh	Molecule
-36%	-16%	-2%	0%	-12%	2%	6	-9%	24%	Cc1ccc(-c2nnn(CC(=O)N(Cc3ccco3)C(C(=O)NC(C)(C)C)c3ccncc3)n2)o1 (configuration not stated)
8%	-7%	-3%	4%	-4%	1%	3	36%	20%	Cc1cc(C)cc(OCC(=O)Nc2cccc(C(=O)O)c2)c1
-6%	-15%	0%	1%	6%	-1%	0	-1%	-2%	CNC(=O)NC(=O)CSc1nc(-c2cccs2)c(C#N)c(=O)[nH]1
-21%	u	6%	25%	-21%[59 µM]	-2%	-5	-40%	12%	CCn1c(SCC(=O)Nc2sc3c(c2C#N)CCCC3)nnc1-c1ccncc1
2%&12%	-17%&-3%	-2%&-4%	1%&-4%	50µM*!	6%&0%	1&-3	10%&3%	15%&26%	Cc1ccc(C(=O)C[n+]2cc(-c3ccccc3)n3c2CCCCC3)cc1
5%	-18%	9%	-1%	12%	-3%	-2	7%	22%	Cc1ccc(CN2CCN(Cc3c(C)nn(C(C)C)c3C)CC2CCO)o1 (configuration not stated)
-1%	-21%	-2%	15%	-11%[59 µM]	u	8	1%	22%	Cc1nn(-c2ccccc2)c(Oc2ccc(F)cc2)c1/C=N/n1cnnc1
3%	-14%	-10%	3%	-4%[2.33 µM]	28%	-1	-2%	31%	Cc1ccccc1OCC(=O)OCC(=O)Nc1ccc(Cl)cn1
2%	-13%	-4%	4%	-2%	-12%	2	-33%	22%	COc1ccc(N(CC(=O)NC2CCCC2)S(=O)(=O)c2ccc(NC(C)=O)cc2)cc1
37%[activator]	12%	7%	15%	66%[activator][59 µM]	3%	-1	27%	129%	CCOC(=O)c1c(NC(=O)c2cccs2)sc2c1CCCC2
-29%	-24%	-7%	u	40µM*	16µM*	12	u	-2%	Oc1c(CN2CCCC(C(F)(F)F)C2)cc(Cl)c2ccccc12 (configuration not stated)
-30%	-2%	6%	-2%	u	1%	-1	3%	45%[activator]	C/C(CC(=O)Nc1cccc(Cl)c1Cl)=N\NC(=O)C(=O)N1CCCC1
u	-5%	2%	2%	-31%[59 µM]	-2%	3	21%	15%	Cc1ccc2nc(-c3ccc(Cl)c(NC(=O)c4cccc([N+](=O)[O-])c4C)c3)oc2c1
-1%	2%	-4%	2%	-1%[12.7 µM]	10%	-2	-17%	46%[activator]	Clc1ccc(-n2cc(-c3ccc(Br)cc3)[n+]3c2CCCCC3)cc1
7%	-19%	0%	1%	20%[0.501 µM]	x	-1	-41%	19%	COc1ccc(OC)c(NC(=O)CCN2CC(C)CC(C)C2)c1 (configuration not stated)

ALOX12 inh: what is marked active above.
BAZ2B block	JMJD2A Tudor inh	ERG-DNA inh	GLS inh	G9a inh	ALOX12 inh	PI4K2A block	RGS4 inhibitor	HP1b binding inh	Molecule
-29%	-24%	-7%	u	40µM*	16µM*	12	u	-2%	Oc1c(CN2CCCC(C(F)(F)F)C2)cc(Cl)c2ccccc12 (configuration not stated)

Next section.
BAZ2B block	JMJD2A Tudor inh	ERG-DNA inh	GLS inh	G9a inh	ALOX12 inh	PI4K2A block	RGS4 inhibitor	HP1b binding inh	Molecule
-3%	8%	-1%	-6%	-49%	6%	-4	-3%	39%	CC(OC(=O)C1=COCCO1)C(=O)Nc1ncc(Cl)cc1Cl (configuration not stated)
-8%	-11%	12%	0%	x	18%	8	u	-9%	COc1ccc(C(C(=O)NCC2CCCO2)N(C(=O)CNC(=O)c2cccs2)c2ccc(NC(C)=O)cc2)cc1OC (configuration not stated)
u	-28%	0%	-3%	-10%[59 µM]	-1%	-2	-40%	-2%	CCc1nc2ccc(C(=O)Nc3ccc4c(c3)OCO4)cc2nc1CC
u	-25%	-14%	-6%	u	x	1	-24%	17%	COc1ccccc1CN(C(=O)CCl)C(C(=O)NC1CCCCC1)c1ccncc1 (configuration not stated)
-19%	-11%	-6%	-1%	0%	7%	-2	-9%	45%[activator]	COC(=O)Nc1ccc(S(=O)(=O)N2CCCC(C(=O)N3CCC(C)CC3)C2)cc1 (configuration not stated)
-3%	-25%	-1%	0%	-2%[59 µM]	-18%	1	20%	26%	COc1ccccc1CNC(=O)c1cc2sccc2n1Cc1ccc(Cl)cc1
0%	-3%	3%	1%	-2%[0.501 µM]	2%	2	-6%	21%	Cc1ccccc1NC(=O)COC(=O)c1cc[n+]([O-])cc1
-3%	-4%	-4%	26%	11%	-18%	-4	-13%	43%[activator]	CCc1nnc(SCC(=O)Nc2ccc(N3CCN(S(C)(=O)=O)CC3)cc2)o1
-10%	-16%	14%	0%	u	u	-11	-53%	34%	O=CC1=C(N2CCOCC2)/C(=C/c2ccc(Cl)cc2)CC1
x	u	8%	6%	x	u	-5	-24%	24%	C[C@@H]1CN([C@H](C)CO)C(=O)c2cc(NC(=O)Cc3ccccc3)ccc2O[C@H]1CN(C)Cc1ccc(Oc2ccccc2)cc1
-21%	-16%	12%	15%	u	10%	4	-1%	17%	Cc1ccc(Nc2nc(C(=O)N3CCC(C(=O)NC(C)C)CC3)cs2)cc1
-14%	-1%	1%	0%	3%	1%	-1	15%	42%[activator]	Cc1onc(-c2ccccc2)c1C(=O)c1c[nH]c(C(=O)NCc2ccccn2)c1
x	-5%	16%	6%	x	4%	-4	-40%	4%	COc1ccc(S(=O)(=O)N2CCC(C(=O)NCC(=O)Nc3c(C)cccc3C)CC2)cc1OC
2%	10µM*	2%	46%[activator]	8.9µM*	u	1	-24%	15%	CCC(C)n1c(-c2cccc(S(=O)(=O)N(CC)CC)c2)n[nH]c1=S (configuration not stated)
-6%	-4%	x	u	-37%[59 µM]	-24%	1	9%	5%	Cc1cc(C)cc(N(CC(=O)O)S(=O)(=O)c2c(C)noc2C)c1
3%	-24%	0%	8%	-4%[59 µM]	u	-16	-14%	10%	Cc1cc(C(=O)C(=O)Nc2nnc(C(C)C)s2)c(C)n1-c1ccccc1
-38%	u	1%	3%	-42%	-4%	-4	-7%	-14%	CCCCC(=NCCc1c(C)[nH]c2ccc(OC)cc12)C1=C(O)CC(c2ccccc2)CC1=O (configuration not stated)
